Compound activity deposited in PubChem by several laboratories.
OXTR agonist – agonists of human oxytocin receptor. P30559. CHO-OTR cells, Fluo-8 calcium fluorescence; normalized: DMSO 0%, oxytocin 100%. activation, % at 3 µM. actives 0.32% (n = 320,000). AID 2435;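 active = activation above the mean of all tested compounds plus 3 SD, cutoff set per screening run, cut at about 20% in these data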;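 note: peak over basal fluorescence ratio from a 100 s FLIPR kinetic read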
Target sequence (P30559 whole entry, looked up): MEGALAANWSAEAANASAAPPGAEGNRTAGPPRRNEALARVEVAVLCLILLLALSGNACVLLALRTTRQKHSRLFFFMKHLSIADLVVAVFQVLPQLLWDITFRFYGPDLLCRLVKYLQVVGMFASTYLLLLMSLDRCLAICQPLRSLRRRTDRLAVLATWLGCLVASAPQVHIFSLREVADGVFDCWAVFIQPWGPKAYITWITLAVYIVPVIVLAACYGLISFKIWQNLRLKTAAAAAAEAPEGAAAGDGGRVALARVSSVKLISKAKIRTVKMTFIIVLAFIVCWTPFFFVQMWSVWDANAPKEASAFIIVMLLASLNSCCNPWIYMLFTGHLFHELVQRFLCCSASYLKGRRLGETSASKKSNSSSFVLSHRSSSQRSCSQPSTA
GalR3 antag – antagonists of human GalR3; O60755; HEK293 GalR3-CNG cAMP membrane potential fluorescence; galR3 body fused to GalR1 C-terminus; inhibition, % at 3 µM; actives 0.44% (n = 360,000);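 active = inhibition above the screen-wide average plus 3 SD, cut at about 13% in these data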;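 note: forskolin and galanin both at EC90 stimulate the cells; cAMP rise reported by CNG channel membrane potential dye signal; 0% = forskolin plus galanin with DMSO and 100% = forskolin alone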
GPR7 antag – human neuropeptides B/W receptor 1 antagonism; P48145; GPR7-expressing cells, fluorescence antagonist assay; inhibition, % at 4.4 µM; actives 1.1% (n = 290,000); AID 1861; in the data active = inhibition above about 16%, passing the limit was not always enough;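 note: cells stimulated with the agonist NPW; 0% = agonist with vehicle and 100% = vehicle without agonist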
Target sequence (P48145 whole entry, looked up): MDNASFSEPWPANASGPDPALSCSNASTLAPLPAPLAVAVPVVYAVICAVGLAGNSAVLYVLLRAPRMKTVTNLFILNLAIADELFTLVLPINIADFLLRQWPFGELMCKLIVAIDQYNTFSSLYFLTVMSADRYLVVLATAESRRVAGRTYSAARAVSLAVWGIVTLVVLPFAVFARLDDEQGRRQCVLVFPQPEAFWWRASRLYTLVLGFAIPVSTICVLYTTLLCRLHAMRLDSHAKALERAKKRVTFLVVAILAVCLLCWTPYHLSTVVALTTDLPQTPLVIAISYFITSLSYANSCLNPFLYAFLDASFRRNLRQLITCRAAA
DNA FID counter – displaces DNA intercalator in HCV helicase counter-screen | inhibition, % at 7.9 µM | actives 0.17% (n = 290,000) | DNA fluorescent intercalator displacement, fluorescence | AID 1845; in the data active = inhibition above about 37%;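 note: 0% = vehicle and 100% = reference compound; higher means more ethidium bromide displaced from hairpin DNA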
PHOSPHO1 block – PHOSPHO1 (human) inhibition; Q8TCT1; recombinant PHOSPHO1, absorbance phosphatase assay; inhibition, % at 13.3 µM; actives 1.1% (n = 290,000); AID 1565; in the data active = inhibition above about 60%
Target sequence (Q8TCT1 whole entry, looked up): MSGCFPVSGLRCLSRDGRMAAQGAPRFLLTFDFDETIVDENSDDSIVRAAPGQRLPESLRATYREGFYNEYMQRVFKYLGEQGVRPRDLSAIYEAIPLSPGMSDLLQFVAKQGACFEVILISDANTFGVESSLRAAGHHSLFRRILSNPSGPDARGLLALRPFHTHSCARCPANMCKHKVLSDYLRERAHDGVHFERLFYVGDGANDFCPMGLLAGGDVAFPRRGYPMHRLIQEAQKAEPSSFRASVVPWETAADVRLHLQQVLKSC
VIM-2 inh – inhibitors of Pseudomonas aeruginosa VIM-2 metallo-beta-lactamase; inhibition, % at 5.6 µM; actives 0.89% (n = 290,000); purified VIM-2, nitrocefin hydrolysis, epi-absorbance fluorescence;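 active = inhibition above the mean of all tested compounds plus 3 SD, cutoff set per screening run, cut at about 7.5% in these data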;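 note: red hydrolysis product quenches plate fluorescence so inhibitors raise well fluorescence; 0% = enzyme with DMSO and 100% = DMSO without enzyme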
IMP-1 inhibitor – inhibitors of Pseudomonas aeruginosa IMP-1 metallo-beta-lactamase | inhibition, % at 5.6 µM | purified IMP-1, nitrocefin hydrolysis, epi-absorbance fluorescence | actives 0.45% (n = 290,000) | AID 1556;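 active = inhibition above the mean plus 3 SD of all compounds in the same screening run, cut at about 4.5% in these data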;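 note: 0% = IMP-1 with DMSO and 100% = DMSO wells lacking enzyme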
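System: purified recombinant IMP-1 beta-lactamase. Medium: Zinc- and detergent-supplemented HEPES buffer, pH 7.1. Compound: one 5.6 µM dose […]. Schedule: 15 min preincubation plus 25 min reaction at 25 °C. Technique: Epi-absorbance fluorescence, 480 nm excitation, 530 nm emission.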
NS3 helicase inh – blocks Hepatitis C virus NS3 helicase unwinding. NS3 helicase DNA unwinding, Cy5 molecular beacon fluorescence. inhibition, % at 10.9 µM. actives 0.56% (n = 290,000);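 active = inhibition above the mean of all tested compounds plus 3 SD, set per campaign, cut at about 35% in these data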;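 note: 0% = DMSO wells and 100% = thioflavine S control wells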
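System: NS3 helicase fragment of HCV / Schedule: 1 h at 25 °C / Control set: DMSO alone as 0% and 110 µM thioflavine S as 100% / Reagent: Cy5/quencher beacon DNA duplex and ATP to start / Technique: Cy5 fluorescence / Replication: singlicate / Evaluation: % inhibition of end-to-start signal ratio versus controls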
V1R ag counter – activates human V1a receptor in oxytocin agonist counter-screen; P37288; CHO-V1R cells, Fluo-8 calcium fluorescence, agonist mode; 0% DMSO, 100% 3 nM vasopressin; activation, % at 3 µM; actives 0.25% (n = 320,000); AID 2797;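 active = activation above the mean activation of all tested compounds plus 3 SD, per screening run, cut at about 20% in these data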;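 note: signal is peak over basal fluorescence ratio across a 100 second FLIPR read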
Starred values were filed as active, the others as inactive; / = not tested or not shown.

Molecule,GPR7 antag,VIM-2 inh,PHOSPHO1 block,GalR3 antag,V1R ag counter,DNA FID counter,OXTR agonist,IMP-1 inhibitor,NS3 helicase inh
CCCS(=O)(=O)N1CCC(C(=O)c2cccc(C(F)(F)F)c2)CC1,3.1,-0.6,-8.4,-6.9,3.4,-18.6,3.4,-2.4,4.0
CCOC(=O)CSc1nc2c(cnn2-c2ccc(F)cc2)c(=O)[nH]1,-14.7,-0.4,22.7,-8.6,0.8,-17.1,0.8,-1.1,9.1
Cc1ccc(-c2csc(NC(=O)c3cccc(S(=O)(=O)N4CCN(C)CC4)c3)n2)cc1,1.1,-1.9,13.9,-1.5,1.1,7.2,0.9,-0.6,-51.4
O=C(CSc1nc2c(c(=O)n1-c1ccc(F)cc1)SCC2)Nc1ccc2c(c1)OCO2,0.2,-0.5,/,-2.5,-0.4,-11.4,-1.7,-2.4,7.7
COC(=O)Cc1ccc(Oc2ncc(C(F)(F)F)cc2Cl)cc1,-16.4,-3.6,31.7,-3.2,-1.8,-3.1,-1.8,-2.1,10.2
CCCn1c(SCC(=O)NCc2ccc(F)cc2)n[nH]c1=O,-14.9,-3.3,38.5,-2.4,0.0,-3.7,0.7,-3.0,-3.4
O=C(c1ccccc1CCc1ccccc1)N1CCCC1,-11.4,-1.0,25.3,-1.6,/,-22.8,/,-3.0,8.8
C[n+]1ccc(C(=O)NCc2ccccc2)cc1,-6.1,-0.1,-15.7,/,1.5,-2.8,-0.7,0.1,8.6
CC1(C)CC(=O)C2=C(C1)c1c(ccc3ccccc13)NC2c1cc([N+](=O)[O-])cc([N+](=O)[O-])c1O (stereo unspecified),-3.6,1.7,41.1,1.2,-1.1,-14.9,-2.1,-3.4,21.1
CSc1cccc(CN2CCN(CCc3ccccc3)C(CCO)C2)c1 (stereo unspecified),-10.4,0.0,38.7,-3.4,0.0,-1.7,1.0,-2.5,-15.1

Remaining list, next part.
Molecule,GPR7 antag,VIM-2 inh,PHOSPHO1 block,GalR3 antag,V1R ag counter,DNA FID counter,OXTR agonist,IMP-1 inhibitor,NS3 helicase inh
Cc1cccc2cc(C#N)c(N3CCC(O)CC3)nc12,3.5,-0.8,-10.1,-6.5,-1.0,-19.2,0.3,-3.2,4.8
CCCc1cc(C(=O)Nc2ccc(F)cc2F)no1,0.6,-3.0,-6.6,/,-0.4,-0.3,-1.9,-3.8,-1.2
O=C(O)[C@H](Cc1c[nH]c2ccccc12)Nc1ncccc1[N+](=O)[O-],1.7,-1.7,43.7,-10.0,-0.9,-9.9,-0.1,-2.4,-16.0
CCOC(=O)c1c(NC(=O)c2cccnc2)sc(C(C)=O)c1C,23.0*,1.0,-11.4,-2.6,1.0,-3.1,-0.9,1.3,3.8
CCc1nn(CCCC(=O)NCc2ccco2)c(=O)c2cc3occc3n12,-8.4,-0.2,-3.6,11.7,0.3,-24.2,0.2,4.2,2.5
Cc1cccc(CSCCNC(=O)COc2ccc(Cl)cc2)c1,-1.5,-1.8,5.7,-4.3,-0.4,-24.9,-0.6,-3.9,4.4
CCCCc1ccc(S(=O)(=O)NCCc2ccncc2)cc1,-2.1,-3.1,-27.1,-4.1,4.7,-20.1,7.7,-3.1,-2.9
Cc1ccccc1N(C(=O)c1snc(C(N)=O)c1N)C(C(=O)NC1CCCCC1)c1ccc(O)cc1 (stereo unspecified),4.2,-2.1,23.0,-7.5,3.7,-14.0,1.6,-2.2,-10.9
CCOc1ccc(NC(=O)c2ccc(F)c(S(=O)(=O)N3CCN(c4ccccn4)CC3)c2)cc1,-10.1,-0.4,28.8,-3.8,6.9,3.6,5.3,-3.2,-2.8
COCCn1c(NCc2ccccc2)nc2c1c(=O)[nH]c(=O)n2C,-9.3,-3.1,9.1,5.9,-0.3,-3.4,-1.0,-1.5,-1.2

Three compounds already listed, arranged by heavy-atom count, smallest number first.
Molecule,GPR7 antag,VIM-2 inh,PHOSPHO1 block,GalR3 antag,V1R ag counter,DNA FID counter,OXTR agonist,IMP-1 inhibitor,NS3 helicase inh
CCCCc1ccc(S(=O)(=O)NCCc2ccncc2)cc1,-2.1,-3.1,-27.1,-4.1,4.7,-20.1,7.7,-3.1,-2.9
COCCn1c(NCc2ccccc2)nc2c1c(=O)[nH]c(=O)n2C,-9.3,-3.1,9.1,5.9,-0.3,-3.4,-1.0,-1.5,-1.2
Cc1ccccc1N(C(=O)c1snc(C(N)=O)c1N)C(C(=O)NC1CCCCC1)c1ccc(O)cc1 (stereo unspecified),4.2,-2.1,23.0,-7.5,3.7,-14.0,1.6,-2.2,-10.9

Next results
Molecule,GPR7 antag,VIM-2 inh,PHOSPHO1 block,GalR3 antag,V1R ag counter,DNA FID counter,OXTR agonist,IMP-1 inhibitor,NS3 helicase inh
COc1ccc(N2C(=O)CC(Nc3cccc([N+](=O)[O-])c3)C2=O)cc1 (stereo unspecified),-17.9,-1.5,-0.8,5.5,1.6,-0.4,3.4,-2.4,12.2
CCc1ccc(C(O)(CNCc2ccccc2)c2ccccc2)cc1 (stereo unspecified),27.1,-1.1,22.9,-14.9,/,18.3,/,-0.9,-61.5
CCCCC(=O)Nc1ccc(NC(=S)NC(=O)c2cccs2)cc1OC,-3.4,-3.5,-17.2,-3.3,-0.6,-20.3,-0.6,-1.2,5.7
Cc1[nH]c2ccccc2c1SCCN,-0.3,-1.1,/,/,0.5,4.3,1.2,-2.9,-2.0
Cc1ccc(NC(=O)CC2Nc3ccccc3NC2=O)cc1Cl (stereo unspecified),-3.2,1.2,20.1,0.5,/,5.6,/,0.0,1.3
O=C(NCc1ccccc1)NC(=O)c1ccncc1,-0.1,0.1,20.3,-5.5,0.7,-1.8,1.0,-2.3,8.1
CCOC(=O)c1c(NC(=O)c2ccc(-n3cnnn3)cc2)sc2c1CCCC2,-1.3,-0.5,0.7,/,/,3.1,/,-1.6,-0.9
CC(C)(C)S(=O)(=O)c1cnc(N2CCCCC2)nc1N,14.6,-0.9,14.7,4.3,-0.6,-4.8,-0.5,-3.6,0.8
O=C(N/N=C/c1ccc(O)cc1)c1cncc(Br)c1,-8.7,-3.3,28.0,-5.4,-0.6,-5.9,-0.1,-3.7,5.7
Cc1nc(SCc2ccccc2)nc2c1CCC2,-10.8,-1.0,45.4,-0.2,-0.7,-7.1,-1.9,-1.3,-10.9

Next section
Molecule,GPR7 antag,VIM-2 inh,PHOSPHO1 block,GalR3 antag,V1R ag counter,DNA FID counter,OXTR agonist,IMP-1 inhibitor,NS3 helicase inh
CCOc1ccccc1NC(=O)N1CCCN(c2ncccc2C#N)CC1,9.5,-2.0,6.9,-6.1,-0.3,-25.2,0.4,-1.5,2.4
O=C(CN1C2CCC1CC(NC(=O)NC1CCCCC1)C2)NC1CC1 (stereo unspecified),-5.7,-1.1,-11.6,0.3,0.6,1.0,0.3,-2.3,-6.6
Cc1cccc(-n2nc([N+](=O)[O-])c(=NCc3cccnc3)n2O)c1,-6.2,-2.4,1.3,1.1,0.0,1.9,0.2,-2.0,-2.4
CC1(C)Cc2c(sc(NC(=O)C(=O)NCCCN3CCOCC3)c2C#N)CO1,-4.2,-2.3,-73.4,4.0,0.6,-6.6,0.8,-0.2,3.8
COc1cc(/C=N\NC(=O)c2nonc2N)c(OC)cc1Br,-8.7,-2.0,3.8,-5.0,-1.1,-5.0,-1.7,-2.3,-5.3
CCC(C)(C)NC(=O)CN(Cc1ccc2c(c1)OCO2)C(=O)CCC(=O)Nc1nccs1,-0.4,1.4,13.3,0.0,0.3,-23.0,-0.9,-0.2,-8.2
Cc1ccc(CS/C(Nc2ccccc2C)=C(\C#N)C(N)=O)c(C)c1,-20.2,1.2,-6.9,-7.9,1.5,-24.3,-1.4,-3.5,-9.4
O=C(Cc1ccc(F)cc1)NCCc1cnc[nH]1,-13.8,-1.9,58.6,-10.8,1.1,1.0,1.4,-0.9,3.9
O=C(NCC1CCCO1)c1cc(NS(=O)(=O)c2cccs2)cc(NS(=O)(=O)c2cccs2)c1 (stereo unspecified),-10.7,-1.9,-22.9,-3.3,2.4,-17.4,0.1,-0.5,7.0
Cc1ccc(C(=O)c2ccccc2C(=O)OCC(=O)NCCc2ccccc2)cc1,-2.1,-3.6,3.0,-3.9,-0.9,-35.6,-2.0,-3.2,5.1

The list goes on.
Molecule,GPR7 antag,VIM-2 inh,PHOSPHO1 block,GalR3 antag,V1R ag counter,DNA FID counter,OXTR agonist,IMP-1 inhibitor,NS3 helicase inh
CCCNC(=O)CC(NS(=O)(=O)c1ccc(Cl)cc1)c1ccco1 (stereo unspecified),-5.5,0.0,52.3,2.5,1.6,-1.4,-0.2,-0.8,13.8
CCc1ccc(OCC2NCCc3cc(OC)c(OC)cc32)cc1 (stereo unspecified),1.6,-0.1,18.5,-7.5,1.4,0.3,5.2,-1.5,-21.9
O=C1NC2(CCCCCC2)C(=O)N1Cc1ccc([N+](=O)[O-])cc1,16.3,-0.4,8.4,-4.5,0.3,-0.1,-1.5,-2.5,-4.7
O=C(Nc1ccc2c(c1)OCO2)C1COc2ccccc2O1 (stereo unspecified),-0.1,-2.7,-8.0,-2.6,-0.4,-0.9,-1.4,-2.6,5.3
COc1ccc(/C=N/NC(=O)c2ccncc2)c(OC)c1,9.2,-2.2,0.0,-6.2,0.1,-10.4,-0.6,-4.3,15.3
NC(=O)NC(c1ccc(Cl)cc1)c1ccccc1Cl (stereo unspecified),-11.3,-3.5,35.7,-4.8,2.2,-3.9,0.2,-3.0,-6.8
NNC(=S)Nc1ccc(S(=O)(=O)N2CCCCC2)cc1,-1.1,-1.2,-55.2,5.2,-0.5,-5.6,-0.3,-2.0,-2.2
Cc1nc(Br)c(Br)c(C)c1Br,-7.9,-1.5,39.6,-6.7,0.9,-4.2,0.1,-1.3,3.4
CCCCCc1ccc(-c2cn(CCc3c[nH]c4ccccc34)nn2)cc1,-23.4,2.3,-7.3,-2.8,0.0,-14.3,-0.8,1.0,11.5
CCCn1c(=O)c(C#N)cn(C2CC2)c1=O,-14.1,-2.5,26.8,-5.4,0.2,0.3,0.6,-1.2,-10.4
CCOC(=O)c1cc(S(=O)(=O)NCc2ccc3c(c2)OCO3)cn1C,-15.5,-4.4,61.6*,-7.7,-0.1,-16.4,0.4,-3.6,-3.7
CCC(CC)NC(=O)Nc1ccc(C)cc1,0.1,-0.1,27.7,3.0,-0.6,-4.2,-0.4,-0.5,10.1
